Screens (PubChem)
PP1 inh – blocks human PP1-alpha phosphatase, a PP5 counter-screen. 320,000 tested, 0.9% active. purified PP1alpha, OMFP fluorescence. P62136. inhibition, % at 6.7 µM. AID 2235;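 active = inhibition above the mean inhibition of all tested compounds plus 3 SD, computed separately for each screening campaign, cut at about 15% in these data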
Target sequence (P62136 whole entry, looked up): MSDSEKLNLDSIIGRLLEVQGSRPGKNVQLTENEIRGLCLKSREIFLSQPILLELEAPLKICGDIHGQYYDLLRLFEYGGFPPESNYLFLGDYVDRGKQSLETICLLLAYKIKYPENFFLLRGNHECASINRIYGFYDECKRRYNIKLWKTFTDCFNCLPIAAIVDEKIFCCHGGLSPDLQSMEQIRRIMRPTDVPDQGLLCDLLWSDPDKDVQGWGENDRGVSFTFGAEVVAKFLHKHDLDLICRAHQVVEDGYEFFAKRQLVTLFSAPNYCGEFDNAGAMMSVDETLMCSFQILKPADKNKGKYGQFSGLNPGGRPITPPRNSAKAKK
HCV core dimer – blocks dimerization of HCV core protein; TR-FRET GST/Flag-core106 dimerization, 1536-well; inhibition, % at 5 µM; 300,000 tested, 0.33% active; AID 1899;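 active = inhibition above the mean of all tested compounds plus 3 SD, set per screening campaign, cut at about 45% in these data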
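assay system = GST-tagged and Flag-tagged HCV core protein residues 1-106 | controls = unlabelled core106 and no-GST-core106 wells | incubation = compound-protein-antibody incubation 4 h at 22.5 °C | probe or stimulus = Eu donor and XL665 acceptor anti-tag antibodies | read-out = % inhibition based on acceptor/donor emission ratio | signal = TR-FRET 671 and 617 nm emission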
ZTA DNA inh – blocks Epstein-Barr virus ZTA, an EBNA-1 counter-screen; inhibition, % at 11 µM; P03206; AID 2234; 320,000 tested, 0.15% active; ZTA-DNA binding, fluorescence polarization; in the data active = inhibition above about 33%
PREPL inh – inhibits the human prolyl oligopeptidase-like enzyme; 320,000 tested, 0.68% active; AID 2751; Q4J6C6; recombinant PREPL, fluorescence polarization activity-based probe; inhibition, % at 5.96 µM; in the data active = inhibition above about 43%;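 note: 0% = enzyme with DMSO and 100% = wells lacking enzyme; many of its hits are not listed in these tables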
Target sequence (Q4J6C6 whole entry, looked up): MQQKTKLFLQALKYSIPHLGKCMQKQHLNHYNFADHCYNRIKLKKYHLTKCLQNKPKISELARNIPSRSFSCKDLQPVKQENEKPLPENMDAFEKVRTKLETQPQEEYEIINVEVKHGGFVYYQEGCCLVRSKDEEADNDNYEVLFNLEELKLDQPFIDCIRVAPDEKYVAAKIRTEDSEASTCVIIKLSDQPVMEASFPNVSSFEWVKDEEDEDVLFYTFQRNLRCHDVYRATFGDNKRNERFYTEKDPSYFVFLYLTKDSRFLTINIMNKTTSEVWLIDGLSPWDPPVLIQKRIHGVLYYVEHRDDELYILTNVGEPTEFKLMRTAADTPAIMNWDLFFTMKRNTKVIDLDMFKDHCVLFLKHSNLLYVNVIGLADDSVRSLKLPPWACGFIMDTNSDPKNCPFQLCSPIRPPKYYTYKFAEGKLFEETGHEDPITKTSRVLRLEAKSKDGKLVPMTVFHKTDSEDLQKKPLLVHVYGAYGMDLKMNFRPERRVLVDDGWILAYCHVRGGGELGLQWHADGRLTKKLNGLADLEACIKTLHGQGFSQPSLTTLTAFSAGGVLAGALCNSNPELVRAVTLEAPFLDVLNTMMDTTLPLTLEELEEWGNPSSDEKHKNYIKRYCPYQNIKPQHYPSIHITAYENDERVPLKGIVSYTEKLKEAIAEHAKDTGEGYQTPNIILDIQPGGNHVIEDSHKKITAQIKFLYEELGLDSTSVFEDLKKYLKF
EBNA-1 inh – blocks EBNA-1 binding to DNA; inhibition, % at 14.8 µM; EBNA-1 DNA binding, fluorescence polarization; 300,000 tested, 0.34% active; AID 1950; in the data active = inhibition above about 28%
TPT1 inhibitor – inhibitors of Candida albicans tRNA 2'-phosphotransferase TPT1 | 300,000 tested, 0.81% active | inhibition, % at 5 µM | AID 1962 | recombinant caTPT1, FP RNA substrate dephosphorylation;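 active = inhibition above the mean of all tested compounds plus 3 SD, set per screening campaign, cut at about 24% in these data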;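 note: plate controls were DMSO alone for no effect and ferristatin control at 100 nM for full effect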
Fh CTSL1 inh – counter-screen for PFM18AAP inhibitors: inhibitors of F. hepatica cathepsin L1; inhibition, % at 5.96 µM; 300,000 tested, 0.49% active; recombinant F. hepatica cathepsin L1, Z-Leu-Arg-MCA fluorescence;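 active = inhibition above the mean of all tested compounds plus 3 SD, set per screening campaign, cut at about 17% in these data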;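 note: 0% = plate median of test compound wells and 100% = 1 µM Z-Phe-Ala-diazomethylketone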
PP5 inh – blocks human protein phosphatase 5 activity; 320,000 tested, 0.18% active; P53041; inhibition, % at 6.7 µM; purified PP5c, OMFP substrate fluorescence;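 active = inhibition above the campaign's mean inhibition across all tested compounds plus 3 SD, cut at about 9.5% in these data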;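 note: 0% = DMSO only and 100% = 100 µM cantharidin control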
Efflux pump mplx – blocks antifungal efflux pumps in multiplex yeast assay; S. cerevisiae Candida pump triplex, Nile Red efflux; inhibition, % at 10 µM; 330,000 tested, 0.44% active; AID 485275;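 active = plate passing quality check with inhibition over a set limit, or well fluorescence over plate mean plus 4 SD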;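 note: Nile Red retained in pooled yeast measured as flow cytometry median fluorescence; 0% = buffer negative control and 100% = Enniatin B positive control; higher means more Nile Red kept so more efflux inhibition; some compounds called inactive have numbers as strong as hits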
Active calls of the source: *. Only part of the results is shown; count on the stated rates, not on these rows.

COCCNC(=O)c1cc2c(=O)n3cccc(C)c3nc2n(Cc2ccncc2)c1=N was read as PP1 inh -2, HCV core dimer 1, ZTA DNA inh 8, PREPL inh 10, EBNA-1 inh 11, TPT1 inhibitor -4, Fh CTSL1 inh -1, PP5 inh 1.1 and Efflux pump mplx -0.2.
For CN(C)C(=O)NC1c2ccccc2-c2ccccc21 the results were PP1 inh 2, HCV core dimer -4, ZTA DNA inh 7, PREPL inh 7, EBNA-1 inh 2, TPT1 inhibitor -5, Fh CTSL1 inh -2, PP5 inh -0.1 and Efflux pump mplx 0.0.
Screening COc1ccc2nc(NC(=O)CSc3nnnn3C)sc2c1 returned PP1 inh -1, HCV core dimer 0, ZTA DNA inh -3, PREPL inh 1, EBNA-1 inh -5, TPT1 inhibitor 4, Fh CTSL1 inh 5, PP5 inh 0.9 and Efflux pump mplx 0.1.
Screening COc1ccc(N(CC(=O)NCc2ccc3c(c2)OCO3)S(C)(=O)=O)cc1OC returned PP1 inh -3, HCV core dimer 1, ZTA DNA inh -10, PREPL inh 10, EBNA-1 inh 8, TPT1 inhibitor 3, Fh CTSL1 inh 0, PP5 inh 3.8 and Efflux pump mplx 0.3.
Screening O=S(=O)(c1ccccc1)N1CCN(Cc2cccc(Cl)c2)CC1 returned PP1 inh 0, HCV core dimer -5, ZTA DNA inh -2, PREPL inh 20, EBNA-1 inh -1, TPT1 inhibitor -1, Fh CTSL1 inh 3, PP5 inh 4.3 and Efflux pump mplx 0.0.
CCOC(=O)N1CCC(NC(=O)C2CCN(C(=O)N3CC(C)Oc4ccc(C)cc43)CC2)CC1 (stereo not drawn) was read as PP1 inh 1, HCV core dimer 0, ZTA DNA inh -13, PREPL inh 7, EBNA-1 inh -2, TPT1 inhibitor -1, Fh CTSL1 inh 0, PP5 inh -0.5 and Efflux pump mplx 0.1.
`Cc1ccc(NC(=O)CCc2c(C)nn(-c3ccc(N4CCOCC4)nn3)c2C)cc1` gave PP1 inh -1, HCV core dimer -17, ZTA DNA inh -2, PREPL inh 15, EBNA-1 inh -3, TPT1 inhibitor 1, Fh CTSL1 inh 1, PP5 inh 2.1 and Efflux pump mplx -0.3.
Cc1ccc(N(CC(=O)NC2CCC(C)CC2)S(=O)(=O)c2cccnc2)cc1 (stereo not drawn) was read as PP1 inh -3, HCV core dimer 3, ZTA DNA inh -1, PREPL inh -9, EBNA-1 inh 0, TPT1 inhibitor 2, Fh CTSL1 inh -3, PP5 inh 2.8 and Efflux pump mplx 0.1.
Cc1occc1C(=O)NNC(=O)c1ccc(F)cc1 was read as PP1 inh -1, HCV core dimer -5, ZTA DNA inh -9, PREPL inh 0, EBNA-1 inh -1, TPT1 inhibitor -1, Fh CTSL1 inh -5, PP5 inh 1.8 and Efflux pump mplx -0.2.
CCOC(=O)C1=NN(C(=O)COc2ccccc2)C(O)(c2ccc(Br)cc2)C1 (stereo not drawn) was read as PP1 inh 8, HCV core dimer 3, ZTA DNA inh 0, PREPL inh 10, EBNA-1 inh 5, TPT1 inhibitor -4, Fh CTSL1 inh 5, PP5 inh 1.8 and Efflux pump mplx 0.0.
COc1ccc(C(=O)N/C=C/n2cnc3cc(C(F)(F)F)ccc32)cc1 was read as PP1 inh -4, HCV core dimer -1, ZTA DNA inh 0, PREPL inh -2, EBNA-1 inh -5, TPT1 inhibitor -2, Fh CTSL1 inh 1, PP5 inh 0.1 and Efflux pump mplx 0.0.
`Cc1ccc(S(=O)(=O)N2[C@@H](c3ccccc3F)C(C(=O)O)=CC[C@H]2c2cccs2)cc1` gave PP1 inh 3, HCV core dimer 6, ZTA DNA inh 7, PREPL inh 3, EBNA-1 inh 5, TPT1 inhibitor -1, Fh CTSL1 inh 2, PP5 inh -0.5 and Efflux pump mplx 0.1.
Cc1cccn2c(CNCCc3ccccn3)c(C(=O)N3CCOCC3)nc12 was read as PP1 inh -3, HCV core dimer -21, ZTA DNA inh -2, PREPL inh 15, EBNA-1 inh 5, TPT1 inhibitor -6, Fh CTSL1 inh 0, PP5 inh 3.1 and Efflux pump mplx -0.3.
For COc1ccccc1CCNC(=O)C(=O)NCC1OCCN1S(=O)(=O)c1ccccc1 (stereo not drawn) the results were PP1 inh 0, HCV core dimer -16, ZTA DNA inh 17, PREPL inh -4, EBNA-1 inh 10, TPT1 inhibitor 0, Fh CTSL1 inh 0, PP5 inh -3.1 and Efflux pump mplx -0.1.
`COc1ccc(NC(=O)CN2C(=O)NC(C)(C3CC3)C2=O)cc1S(=O)(=O)N1CCCCC1` (stereo not drawn) gave PP1 inh -3, ZTA DNA inh -4, PREPL inh -1, PP5 inh 1.4 and Efflux pump mplx 0.0.
For COc1ccc(C(=O)NCC(=O)N/N=C/c2ccc([N+](=O)[O-])o2)cc1OC the results were PP1 inh 0, HCV core dimer -1, ZTA DNA inh -18, PREPL inh 1, EBNA-1 inh -6, TPT1 inhibitor -1, Fh CTSL1 inh 3, PP5 inh -1.8 and Efflux pump mplx 0.3.
For O=C(Nc1cc(C(F)(F)F)ccc1N1CCOCC1)c1ccc2ccccc2n1 the results were PP1 inh 0, HCV core dimer 2, ZTA DNA inh 2, PREPL inh 7, EBNA-1 inh 8, TPT1 inhibitor -3, Fh CTSL1 inh 1, PP5 inh 0.6 and Efflux pump mplx -0.1.
Clc1ccc(OCCn2c(-c3ccco3)nc3ccccc32)cc1 was read as PP1 inh 2, HCV core dimer 4, ZTA DNA inh 15, PREPL inh -6, EBNA-1 inh 6, TPT1 inhibitor -1, Fh CTSL1 inh -4, PP5 inh 2.2 and Efflux pump mplx 0.0.
For N/C(=N\N=C/c1ccc(Br)cc1)N/N=C\c1ccc(Br)cc1 the results were PP1 inh 14, HCV core dimer 3, ZTA DNA inh 24, PREPL inh 3, EBNA-1 inh -5, TPT1 inhibitor 1, Fh CTSL1 inh 0, PP5 inh 3.4 and Efflux pump mplx -0.1.
C=CCSc1nnc(NC(=O)C23CC4CC(CC(NC(C)=O)(C4)C2)C3)s1 was read as PP1 inh -4, HCV core dimer -17, ZTA DNA inh 6, PREPL inh 6, EBNA-1 inh -13, TPT1 inhibitor 2, Fh CTSL1 inh -2, PP5 inh -1.5 and Efflux pump mplx 0.1.

Retrieved by compound from the list above (3):
CCOC(=O)C1=NN(C(=O)COc2ccccc2)C(O)(c2ccc(Br)cc2)C1 (stereo not drawn) was read as PP1 inh 8, HCV core dimer 3, ZTA DNA inh 0, PREPL inh 10, EBNA-1 inh 5, TPT1 inhibitor -4, Fh CTSL1 inh 5, PP5 inh 1.8 and Efflux pump mplx 0.0.
Screening COc1ccc(N(CC(=O)NCc2ccc3c(c2)OCO3)S(C)(=O)=O)cc1OC returned PP1 inh -3, HCV core dimer 1, ZTA DNA inh -10, PREPL inh 10, EBNA-1 inh 8, TPT1 inhibitor 3, Fh CTSL1 inh 0, PP5 inh 3.8 and Efflux pump mplx 0.3.
Screening COc1ccc2nc(NC(=O)CSc3nnnn3C)sc2c1 returned PP1 inh -1, HCV core dimer 0, ZTA DNA inh -3, PREPL inh 1, EBNA-1 inh -5, TPT1 inhibitor 4, Fh CTSL1 inh 5, PP5 inh 0.9 and Efflux pump mplx 0.1.

Following part:
`Cc1ccc(S(=O)(=O)N2CCN(C(=O)CCn3nc(C)c(C)c3C)CC2)cc1C` gave PP1 inh -2, HCV core dimer 3, ZTA DNA inh -4, PREPL inh 28, EBNA-1 inh 3, TPT1 inhibitor 0, Fh CTSL1 inh 3, PP5 inh -1.4 and Efflux pump mplx -0.1.
Cc1c(-c2csc(N)n2)cnn1C was read as PP1 inh 0, HCV core dimer 7, ZTA DNA inh 9, PREPL inh 1, EBNA-1 inh 7, TPT1 inhibitor -5, Fh CTSL1 inh 1, PP5 inh 1.7 and Efflux pump mplx 0.1.
CCOC(=O)CSc1nnc(Cn2nnc(-c3ccccc3)n2)n1C was read as PP1 inh -3, HCV core dimer 0, ZTA DNA inh 0, PREPL inh 3, EBNA-1 inh 0, TPT1 inhibitor 1, Fh CTSL1 inh 2, PP5 inh -0.9 and Efflux pump mplx 0.1.
For O=C(c1cccc([N+](=O)[O-])c1)N1CCN(S(=O)(=O)N2CCCCC2)CC1 the results were PP1 inh -2, HCV core dimer -6, ZTA DNA inh 10, PREPL inh 6, EBNA-1 inh -4, TPT1 inhibitor -2, Fh CTSL1 inh 1, PP5 inh 2.6 and Efflux pump mplx 0.0.
`O=C(NCc1cccs1)C1CC(c2ccc(Cl)c(Cl)c2)=NO1` (stereo not drawn) gave PP1 inh -1, HCV core dimer 2, ZTA DNA inh -10, PREPL inh -27, EBNA-1 inh -4, TPT1 inhibitor 0, Fh CTSL1 inh 5, PP5 inh 0.5 and Efflux pump mplx 0.2.
Cc1ccc2[nH]c(=O)c(COC(=O)C3CCCCC3)cc2c1 was read as PP1 inh 2, HCV core dimer 4, ZTA DNA inh 10, PREPL inh -6, EBNA-1 inh 1, TPT1 inhibitor 6, Fh CTSL1 inh -3, PP5 inh 0.5 and Efflux pump mplx -0.1.
`O=C(O)c1ccn[nH]1` gave PP1 inh -2, HCV core dimer -2, ZTA DNA inh 12, PREPL inh 2, EBNA-1 inh 1, TPT1 inhibitor -1, Fh CTSL1 inh -1, PP5 inh 1.1 and Efflux pump mplx 0.1.
CCN1CCN(CCCNC(=O)c2cc3cc4ccc(OC)cc4nc3o2)CC1 was read as PP1 inh -2, HCV core dimer 1, ZTA DNA inh -5, PREPL inh -21, EBNA-1 inh 8, TPT1 inhibitor -2, Fh CTSL1 inh 4, PP5 inh 0.2 and Efflux pump mplx -0.1.
For CCn1c(SCC(=O)Nc2ccc(OC)c(OC)c2)nnc1-c1cccs1 the results were PP1 inh -2, HCV core dimer 9, ZTA DNA inh -4, PREPL inh -5, EBNA-1 inh 19, TPT1 inhibitor -3, Fh CTSL1 inh -1, PP5 inh 1.3 and Efflux pump mplx 0.0.
Screening Cc1ccc(N2C(=O)N(CC(=O)N3CCCc4ccccc43)C(=O)C2C)cc1 (stereo not drawn) returned PP1 inh 9, HCV core dimer 2, ZTA DNA inh -14, PREPL inh 5, EBNA-1 inh -1, TPT1 inhibitor -2, Fh CTSL1 inh -3, PP5 inh 1.9 and Efflux pump mplx 0.0.
For CC(=O)c1cn(CCCCCCCn2cc(C(C)=O)c(=O)[nH]c2=O)c(=O)[nH]c1=O the results were PP1 inh -3, HCV core dimer -3, ZTA DNA inh 3, PREPL inh 0, EBNA-1 inh 6, TPT1 inhibitor 2, Fh CTSL1 inh 5, PP5 inh -0.1 and Efflux pump mplx 0.0.
For CN(Cc1nc2ccccc2c(=O)[nH]1)Cc1nc2ccsc2c(=O)[nH]1 the results were PP1 inh 1, HCV core dimer -1, ZTA DNA inh -15, PREPL inh -5, EBNA-1 inh -9, TPT1 inhibitor 2, Fh CTSL1 inh -6, PP5 inh -2.2 and Efflux pump mplx 0.1.
For O=C(c1cccs1)N(Cc1nc2sc3c(c2c(=O)[nH]1)CCCC3)C1CCCC1 the results were PP1 inh 8, HCV core dimer 26, ZTA DNA inh 15, PREPL inh 27, EBNA-1 inh 5, TPT1 inhibitor 1, Fh CTSL1 inh 4, PP5 inh 1.4 and Efflux pump mplx -0.1.
O=C(N/N=C\c1ccccn1)C1COc2cc3ccccc3cc2O1 (stereo not drawn) was read as PP1 inh 0, HCV core dimer 5, ZTA DNA inh -5, PREPL inh 10, EBNA-1 inh 1, TPT1 inhibitor -1, Fh CTSL1 inh -1, PP5 inh 1.7 and Efflux pump mplx -0.1.
`Cc1ccc(Nc2cc(C)nc3nc(C)nn23)cc1` gave PP1 inh -1, HCV core dimer -5, ZTA DNA inh 5, PREPL inh -4, EBNA-1 inh 0, TPT1 inhibitor -2, Fh CTSL1 inh 2, PP5 inh 0.8 and Efflux pump mplx -0.3.
